# From PubChem BioAssay
# PMI act satM6P – PMI (human) activation, high substrate; coupled PMI enzyme assay, resazurin fluorescence, 20 min; hits give high values; 1 = untreated enzyme, 0 = substrate-free blank; activation factor at 20 µM; 0.34% of 190,000 active;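 active means activation factor of 2 or more at 20 µM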
# Target sequence (P34949 whole entry, looked up): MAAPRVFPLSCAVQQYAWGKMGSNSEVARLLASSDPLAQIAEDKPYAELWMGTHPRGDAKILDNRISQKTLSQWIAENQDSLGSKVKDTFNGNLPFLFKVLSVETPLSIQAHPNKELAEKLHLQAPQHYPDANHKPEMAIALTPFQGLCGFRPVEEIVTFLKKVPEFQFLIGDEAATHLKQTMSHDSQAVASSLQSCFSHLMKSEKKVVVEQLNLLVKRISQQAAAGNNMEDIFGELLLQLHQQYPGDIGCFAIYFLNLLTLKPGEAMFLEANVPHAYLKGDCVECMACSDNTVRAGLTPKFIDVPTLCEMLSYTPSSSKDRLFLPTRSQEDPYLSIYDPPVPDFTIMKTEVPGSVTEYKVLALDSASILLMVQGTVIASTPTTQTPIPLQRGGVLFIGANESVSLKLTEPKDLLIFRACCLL
#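 Test system: human phosphomannose isomerase with PGI, G6PDH, diaphorase coupling enzymes; Amount: PMI at 15 ng/mL final; Reagent: Mannose-6-phosphate 1.0 mM (near-saturating) plus 0.22 mM NADP+; Timing: 20 min, room temperature; Technique: resorufin fluorescence at Ex 544/Em 590 nm; Dosing: 20 µM single dose.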
# Diaph act CS – activates diaphorase or chemically reduces, flagging diaphorase assay artifacts; Diaphorase/resazurin coupled assay, resorufin fluorescence, 16 min; hits give high values; 1 = vehicle wells, 0 = NADH-free wells; activation factor at 20 µM; 0.005% of 190,000 active; AID 1229;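 active means diaphorase activity raised at least twofold by the compound at 20 µM; inactive means activation factor below 2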
#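 Assay system: bacterial diaphorase enzyme (C. kluyveri) / Input: enzyme 0.07 U/mL final / Medium: 50 mM HEPES pH 7.4 with 4.542 mM MgCl2, 0.005% Tween 20 / Doses: single compound dose of 20 µM, 1% DMSO final / Incubation: 16 min enzyme reaction, ambient temperature / Signal: fluorescence, excitation 544 nm and emission 590 nm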
# PMI activator – phosphomannose isomerase (human) activation; P34949; purified human PMI, coupled resazurin fluorescence, 20 min; hits give high values; 1 = vehicle control, 0 substrate-free wells; activation factor at 20 µM; 0.005% of 190,000 active; AID 1214;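 active means activation factor of 2 or more at 20 µM, relative to plate controls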
# FLuc act counter – firefly luciferase counter-screen for stimulation assays | 200,000 tested, under 10 active | P08659 | ATPlite luciferase biochemical, luminescence, 10 min; 0 = ATP-free wells, 1 = DMSO control | activation factor at 10 µM;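 active means luciferase activation factor, scaled between plate controls, of at least 2 with compound at 10 µM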
# Target sequence (P08659 whole entry, looked up): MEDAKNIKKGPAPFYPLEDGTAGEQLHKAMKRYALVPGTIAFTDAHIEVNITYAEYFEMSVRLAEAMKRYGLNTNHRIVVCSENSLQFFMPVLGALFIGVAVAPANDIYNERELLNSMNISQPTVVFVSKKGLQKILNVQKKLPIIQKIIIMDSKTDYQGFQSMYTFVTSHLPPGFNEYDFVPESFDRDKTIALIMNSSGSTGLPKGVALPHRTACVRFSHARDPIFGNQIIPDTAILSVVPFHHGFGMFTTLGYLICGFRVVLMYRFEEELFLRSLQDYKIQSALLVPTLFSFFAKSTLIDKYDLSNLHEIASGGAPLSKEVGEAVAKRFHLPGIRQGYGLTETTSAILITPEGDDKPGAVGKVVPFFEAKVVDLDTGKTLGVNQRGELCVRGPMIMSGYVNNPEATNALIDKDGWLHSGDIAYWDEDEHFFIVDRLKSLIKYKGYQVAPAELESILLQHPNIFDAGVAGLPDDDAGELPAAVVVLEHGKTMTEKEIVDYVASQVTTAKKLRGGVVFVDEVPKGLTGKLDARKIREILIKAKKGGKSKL
#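 Material: Luciferase/luciferin reagent mix; Doses: test compounds dosed from 2 mM stocks in 100% DMSO; Schedule: 10 min incubation after luciferase reagent addition, room temperature; Measured by: luminescence from luciferase reaction; Read-out: luminescence gain marking luciferase activators.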
# TNAP act hi DEA – TNAP (human) activation, high acceptor | P05186 | purified TNAP, CDP-star luminescence, 1 M DEA, 30 min; hits give high values; 0 = EDTA background, 1 = DMSO-only activity | activation factor at 20 µM | 200,000 tested, under 10 active | AID 1136;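 active means activation factor at least 2 at 20 µM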
#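 Measured by: Luminescent substrate turnover signal | Test system: Human TNAP | Input: TNAP 1/800 final | Dosing: 20 µM single point | Schedule: 30 min, room temperature | Controls: EDTA wells as negative control, DMSO wells as positive control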
# G6PDH CS – L. mesenteroides G6PDH inhibition counter-screen. Purified L. mesenteroides G6PDH, diaphorase/resazurin coupled fluorescence, 45 min. inhibition, % at 5 µM. 0.12% of 200,000 active; in the data active means inhibition above about 50%
# TNAP inh hi DEA – inhibitors of human TNAP at high phosphate acceptor concentration. P05186. purified TNAP, CDP-star luminescence, 1 M DEA. inhibition, % at 20 µM. 0.03% of 200,000 active. AID 1135;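 active means over 50% inhibition of tissue-nonspecific alkaline phosphatase at 20 µM in the single-dose screen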;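 further: plate controls were DMSO wells for no effect and EDTA-quenched wells as full inhibition for full effect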
# Diaph inh CS – counter-screen for diaphorase-based assays: diaphorase inhibitors and chemical oxidizers; diaphorase resazurin-to-resorufin fluorescence, NADH, 16 min; bacterial (C. kluyveri) enzyme, not human; inhibition, % at 20 µM; 0.69% of 190,000 active; AID 1217;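 active means primary screen inhibition at 20 µM above a set limit, cut at about 50% in these data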;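 further: plate controls were DMSO with full reaction for no effect and wells lacking NADH for full effect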
#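 controls = No-NADH positive control and DMSO neutral control | system = Clostridium kluyveri diaphorase enzyme | timing = reaction incubation of 16 min at room temperature | signal = resorufin fluorescence 544/590 nm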
# TNAP inh no acc – inhibitors of human TNAP without phosphate acceptor; 0.26% of 200,000 active; P05186; purified TNAP, CDP-star luminescence, 30 min; inhibition, % at 20 µM;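 active means tissue-nonspecific alkaline phosphatase inhibition above about 50% at 20 µM in the single-dose screen, limit read from the data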;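 further: 0% = DMSO negative control and 100% = EDTA positive control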
# HMGR II inh – blocks class II HMG-CoA reductase of Enterococcus faecalis; inhibition, % at 10 µM; 0.41% of 190,000 active; purified E. faecalis HMGR, NADPH absorbance 340 nm kinetic;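 active means inhibition above a set limit, the median over all tested compounds plus 3 SD, cut at about 9.5% in these data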;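 further: enzyme runs in reverse so mevalonate oxidation gives rising NADPH absorbance; 0% = complete reaction with DMSO and 100% = background rate lacking mevalonate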
# * hit, by the source's call; x = not tested or not shown.
SMILES,PMI act satM6P,Diaph act CS,PMI activator,FLuc act counter,TNAP act hi DEA,G6PDH CS,TNAP inh hi DEA,Diaph inh CS,TNAP inh no acc,HMGR II inh
CC1CCCCC1NC(=O)COC(=O)c1ccccn1 (stereo not drawn),1,1,1,1,1,2,-3,3,-8,-3
CC1CCC2(CC1)NC(=O)N(CC(=O)c1cccn1C)C2=O (stereo not drawn),0.9,0.9,0.9,1,1.1,0,-6,12,-8,2
Cc1ccc(NC(=O)C2OCCc3ccccc32)cc1 (stereo not drawn),1.1,1.1,1.1,0.8,1,7,2,-15,11,-3
CCOC(=O)c1nc(Nc2ccccc2)c2ccccc2n1,1,0.9,1,1.1,1,-2,-3,7,-18,-3
CC(SCc1ccccc1)C(=O)Nc1ccc2c(c1)OCO2 (stereo not drawn),1,0.9,1,1,1.1,0,-6,13,-16,-4
CCOC(=O)C1=C(C)C2C3C(=O)N(c4ccccc4C)C(=O)C3C1(C)C1C(=O)N(c3ccccc3C)C(=O)C21 (stereo not drawn),0.8,0.8,1,1,1,0,-2,16,-4,2
CC(=Nc1ccc(O)cc1)c1sc2ccccc2c1O,0.8,0.8,0.8,0.5,0.8,-22,19,23,16,-5
Cc1ccc(C(=O)NC(=S)N2CCN(c3ccc([N+](=O)[O-])cc3)CC2)cc1,0.9,0.8,0.8,1,0.9,6,11,16,-52,-2
COC(=O)c1ccccc1NC(=O)CN1CCOCC1,1,1.1,1,1,1,3,-1,-5,-10,0
C=CCOc1ccccc1CNCc1cccnc1,1,0.9,0.9,1,1,-2,-5,8,-14,-2
O=C1[C@@H]2C(c3ccccc3Cl)=NO[C@@H]2C(=O)N1Cc1ccccc1,1,0.9,1,1,1,-10,-1,10,-8,-2
O=C(CC1C(=O)N(c2ccc(F)cc2)C(=O)N1Cc1ccccn1)Nc1ccccc1 (stereo not drawn),1,0.9,1,1,1.1,-2,-6,13,-18,-8
Cc1cc(NC(=O)COC(=O)CSCc2ccc(Cl)c(Cl)c2)no1,0.9,0.8,0.8,1,1.1,15,-8,16,-9,4
COc1ccc(C(=O)c2ccc(Cl)cc2Cl)cc1,0.9,0.9,0.9,1,1,-1,-2,13,-9,-4
COc1ccc(OCC(O)Cn2ccnc2C)cc1 (stereo not drawn),0.9,0.8,0.9,1.1,1,-2,0,16,-3,6
CCCN(CCC)c1ccc(CC(=O)NC(C)Cc2ccccc2)cc1 (stereo not drawn),0.8,0.8,0.8,1,1,-2,-4,24,-64,-5
CCN(CC)CC(C)CNC(=O)CN1C(=O)CSc2ccc(S(=O)(=O)N3CCOCC3)cc21 (stereo not drawn),0.9,0.8,0.9,1.1,1,0,-3,19,-12,-6
Cc1ccc2c(c1)nnn2C1CCN(S(=O)(=O)c2ccc(C(=O)NC3CCCC3)cc2)CC1,1,0.9,1.1,1,1.1,11,-9,14,-14,-2
Cc1cccc(Cc2c(C)nc3c(C(=O)N4CCN(Cc5ccc6c(c5)OCO6)CC4)cnn3c2C)c1,1,1,1,1.1,1,7,-5,3,6,-1
C/C(N)=C(/C#N)C(=O)CSc1ccccc1F,1.1,1,1,1,1,7,-3,-5,-5,3

# For reference, 14 of the compounds above.
SMILES,PMI act satM6P,Diaph act CS,PMI activator,FLuc act counter,TNAP act hi DEA,G6PDH CS,TNAP inh hi DEA,Diaph inh CS,TNAP inh no acc,HMGR II inh
CC1CCCCC1NC(=O)COC(=O)c1ccccn1 (stereo not drawn),1,1,1,1,1,2,-3,3,-8,-3
CC1CCC2(CC1)NC(=O)N(CC(=O)c1cccn1C)C2=O (stereo not drawn),0.9,0.9,0.9,1,1.1,0,-6,12,-8,2
Cc1ccc(NC(=O)C2OCCc3ccccc32)cc1 (stereo not drawn),1.1,1.1,1.1,0.8,1,7,2,-15,11,-3
CCOC(=O)c1nc(Nc2ccccc2)c2ccccc2n1,1,0.9,1,1.1,1,-2,-3,7,-18,-3
CC(SCc1ccccc1)C(=O)Nc1ccc2c(c1)OCO2 (stereo not drawn),1,0.9,1,1,1.1,0,-6,13,-16,-4
CCOC(=O)C1=C(C)C2C3C(=O)N(c4ccccc4C)C(=O)C3C1(C)C1C(=O)N(c3ccccc3C)C(=O)C21 (stereo not drawn),0.8,0.8,1,1,1,0,-2,16,-4,2
CC(=Nc1ccc(O)cc1)c1sc2ccccc2c1O,0.8,0.8,0.8,0.5,0.8,-22,19,23,16,-5
Cc1ccc(C(=O)NC(=S)N2CCN(c3ccc([N+](=O)[O-])cc3)CC2)cc1,0.9,0.8,0.8,1,0.9,6,11,16,-52,-2
COC(=O)c1ccccc1NC(=O)CN1CCOCC1,1,1.1,1,1,1,3,-1,-5,-10,0
C=CCOc1ccccc1CNCc1cccnc1,1,0.9,0.9,1,1,-2,-5,8,-14,-2
O=C1[C@@H]2C(c3ccccc3Cl)=NO[C@@H]2C(=O)N1Cc1ccccc1,1,0.9,1,1,1,-10,-1,10,-8,-2
O=C(CC1C(=O)N(c2ccc(F)cc2)C(=O)N1Cc1ccccn1)Nc1ccccc1 (stereo not drawn),1,0.9,1,1,1.1,-2,-6,13,-18,-8
Cc1cc(NC(=O)COC(=O)CSCc2ccc(Cl)c(Cl)c2)no1,0.9,0.8,0.8,1,1.1,15,-8,16,-9,4
COc1ccc(C(=O)c2ccc(Cl)cc2Cl)cc1,0.9,0.9,0.9,1,1,-1,-2,13,-9,-4

# Continuation:
SMILES,PMI act satM6P,Diaph act CS,PMI activator,FLuc act counter,TNAP act hi DEA,G6PDH CS,TNAP inh hi DEA,Diaph inh CS,TNAP inh no acc,HMGR II inh
N#Cc1cc(Oc2ccccc2)c(-n2nnc3ccccc32)cc1C#N,1,0.9,1,1.1,1,6,-4,14,-10,-4
O=C(O)c1ccc(NS(=O)(=O)c2cc(C(=O)O)ccc2Br)cc1,1,0.8,1,1.1,1.1,-10,-6,15,-16,1
CC/C(C)=C1\SC(N2CCN(c3cccc(C(F)(F)F)c3)CC2)=NC1=O,0.9,1,1,1,1,3,-2,4,-1,-10
COc1cc(-c2nnc(CSc3nnc(Nc4ccc(Oc5ccccc5)cc4)s3)o2)cc(OC)c1OC,0.8,0.7,0.8,0.9,1,-44,-4,30,-24,-8
COc1ccc(OC)c2[nH]c(=O)c(CCNC(=O)c3cc4ccccc4o3)cc12,0.8,0.4,0.8,1.1,1,-37,-2,58*,-9,-12
O=S(=O)(NCc1cccnc1)c1ccccc1,1.1,0.9,1.1,1.1,1,7,-5,11,-3,-3
COc1ccc(-c2[nH]n(-c3ccc([N+](=O)[O-])cc3)c(=O)c2C=NCC2CCCO2)cc1 (stereo not drawn),1,0.9,1,1.1,1,4,-1,11,-1,-4
Cn1c(CNC(=O)c2cccs2)n[nH]c1=S,1.1,0.9,1,1,1,4,4,9,-1,0
Cc1ccc(CNn2cnnc2SCC(=O)NC(C)(C)C)cc1,1,0.9,0.9,1.1,1.1,-4,-6,8,-13,-3
Cc1nc(Nc2ccccc2C(F)(F)F)sc1C(=O)N(C)C,1,0.9,1,1,1.1,4,-8,10,-17,-6
Cc1ncc(CO)c(/C=N/NC(=O)c2cc(Br)ccc2O)c1O,1.1,0.6,0.9,0.9,1,-10,4,41,58*,1
Nc1cc(=O)[nH]c(SCC(=O)Nc2cc(S(=O)(=O)N3CCOCC3)ccc2Cl)n1,1,1,1,1,1,-1,-1,-1,0,-1
COc1cccc(C(=O)N2CCN(C(=O)c3cccs3)CC2)c1OC,1,1,0.9,1,1.1,2,-5,4,-8,-2
C/C(=N\NS(=O)(=O)c1ccc(Cl)c([N+](=O)[O-])c1)c1ccc(C)o1,1.3,0.7,1,1,1.1,11,-5,27,-8,2
COC(=O)c1ccccc1NC(=S)NC(=O)COc1ccccc1Cl,0.8,0.8,0.9,1,1,4,1,15,-2,x
CC(C)(C)c1ccc(C(=O)NCc2cccnc2)cc1,1,1.1,1.1,1,1,5,-4,-6,-9,-1
COc1ccc(N2C(=O)CC(NNC(=O)c3ccc(Br)s3)C2=O)cc1 (stereo not drawn),1,1,1,1,1,3,-1,4,-45,-1
COc1ccc(CC(=O)NC(C)c2nnc(SCC(=O)c3ccc(OC)cc3)n2C)cc1 (stereo not drawn),0.9,0.8,0.8,1.1,1.1,26,-8,25,-8,-3
O=c1[nH]cn[nH]1,1,0.9,1,1,1.1,6,-6,8,-14,2
CCOC(=O)Cc1ncccc1C(=O)Nc1ccc(OC)cc1,0.9,0.9,0.9,1,1,6,5,11,1,2
CSC1=NCCN1S(=O)(=O)c1ccc(Cl)cc1,1,0.9,1,1.1,1,7,-1,10,-9,-1
OC(CC1CC12c1ccccc1-c1ncccc12)(c1ccccc1)c1ccccc1 (stereo not drawn),0.9,0.8,0.9,1,1,10,1,20,-10,-4
CCN(CC(=O)NCc1ccc(F)cc1)C(=O)C1CCN(C(=O)Nc2ccccc2)CC1,1,0.9,1,1,1,-7,-2,8,-9,-4
Cc1cccc2cc(CN(Cc3cccnc3)C(=O)c3ccncc3)c(=O)[nH]c12,1,1,1,1,1,-6,-3,2,-10,-7
NCCc1nnc(SCC(N)=O)o1,0.9,0.9,0.9,1,1,5,0,8,-7,-8
Nc1ncnc(Oc2ccccc2F)c1[N+](=O)[O-],1,0.9,1,1.1,1,4,-2,5,-10,-4
COc1ccc(CSc2nnnn2C)cc1F,1.1,1.1,1.1,1,1.1,8,-9,-15,-13,-6
Cc1ccc(NC(=O)c2cc3c(s2)CCCC3)cc1S(=O)(=O)Nc1ccccc1Cl,1,0.9,0.9,1,1,-40,0,12,-8,3
